Screens from PubChem.
SW480 rereplic – induces DNA re-replication in SW480 colon adenocarcinoma cells; SW480 DNA re-replication, Hoechst DNA content imaging, 48 h; Potency, µM (titrated, usually from 46.1 µM), for inactives: at the highest dose re-replication activation, most hits filed as activators; actives 1.8% (n = 340,000); AID 624297; further: potency means the concentration at half of the fitted maximal effect; % of control where 0% means no effect; nearly all actives have a fitted effect of over 55% in size
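Readout is total intensity of Hoechst-stained nuclei, excited at 405 nm and collected at 500-530 nm. Compound treatment lasted 48 hr at 37 C in 5% CO2 before staining.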
KB-V1 MDR tox – KB-V1 MDR subline cytotoxicity. Potency, µM (highest dose often 46.1 µM), for the others: at the top dose activity change, negative = cytotoxicity, actives largely listed as cytotoxic. actives 3.4% (n = 400,000). KB-V1 MDR cells viability, CellTiter-Glo, 72 h. AID 1347076; further: potency means the concentration at half of the fitted maximal effect; on the % scale 0 is the no-effect control and ±100 the full control effect; nearly all actives have a fitted effect of over 60% in size
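KB-V1, DMEM (no phenol red) + 10% FBS; cpd pin-transferred, titration series; 72 h, 37 degrees C; CellTiter-Glo, luminescence. Data normalized, curve-fit.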
HT1080 IDH1KD tx – toxicity to HT-1080 IDH1 knockdown cells (counter line) | AID 686971 | actives 2% (n = 360,000) | HT-1080 IDH1 knockdown viability, ATP luminescence, 48 h | Potency, µM (series often up to 46.1 µM), inactives show top-dose activity, negative = toxicity, actives largely listed as cytotoxic;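 further: potency means the concentration at half of the fitted maximal effect; 0% = DMSO wells and -100% = cell-free medium wells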
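Luminescent ATP read-out (CellTiter-Glo, 10 min at room temperature) after 48 h compound exposure at 37 °C gave viability of IDH1-knockdown HT-1080 cells. Activity was normalised to DMSO and cell-free wells, then fitted as concentration-response curves.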
KB-3-1 tox – kills parental KB-3-1 adenocarcinoma cells | KB-3-1 viability, CellTiter-Glo ATP luminescence, 72 h | Potency, µM (series often up to 46.1 µM), inactives show at the top dose activity change, negative = cytotoxic, most hits filed as cytotoxic | actives 1.4% (n = 400,000) | AID 1347075; further: potency means the concentration at half of the fitted maximal effect; on the % scale 0 is the no-effect control and ±100 the full control effect; nearly all actives have a fitted effect of over 60% in size
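Parental KB-3-1 adenocarcinoma cells in phenol-red-free DMEM with 10% FBS were pin-treated with compounds at several concentrations, incubated 72 h at 37 °C, and viability read by CellTiter-Glo luminescence; concentration-effect curves were fitted after normalization.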
DRD3 agonist – D3 dopamine receptor (human) agonism | D3R DiscoveRx beta-arrestin cells, luminescence, 90 min | max activation, % | actives 0.58% (n = 410,000) | AID 652048; in the data active means max activation above about 30%; further: 0% is about no effect; mostly tested at two doses, the higher about 12 µM
Target sequence (P35462 whole entry, looked up): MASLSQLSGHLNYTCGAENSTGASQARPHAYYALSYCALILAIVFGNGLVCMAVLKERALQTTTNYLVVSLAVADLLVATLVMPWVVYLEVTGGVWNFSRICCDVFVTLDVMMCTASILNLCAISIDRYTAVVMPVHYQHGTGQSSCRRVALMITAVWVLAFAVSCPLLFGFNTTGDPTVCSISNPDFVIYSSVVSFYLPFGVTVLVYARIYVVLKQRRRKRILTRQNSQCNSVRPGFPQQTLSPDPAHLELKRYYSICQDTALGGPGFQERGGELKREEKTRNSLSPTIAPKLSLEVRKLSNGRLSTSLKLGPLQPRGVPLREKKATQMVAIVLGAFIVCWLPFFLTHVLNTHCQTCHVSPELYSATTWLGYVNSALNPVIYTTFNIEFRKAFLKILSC
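Agonist mode: compounds and dopamine controls were applied to plated cells for 90 min at 37 degrees C after an overnight attachment at 1500 cells/well. Luminescent read-out followed 30 - 60 minutes at room temperature with DiscoveRx detection reagent.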
DRD3 antagonist – blocks the human D3 dopamine receptor; AID 652054; actives 2.5% (n = 360,000); D3R cells, DiscoveRx beta-arrestin luminescence, antagonist mode; active compounds read low; max response, negative = inhibition, %; P35462; in the data active means max response below about -50%; inconclusive means no clear call, values can overlap the other calls; further: on the % scale 0 is the no-effect control and ±100 the full control effect; mostly tested at two doses, the higher about 12 µM
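Cells plated overnight at 1500 cells/well, then exposed to library compounds with dopamine controls for 90 minutes at 37 degrees C. DiscoveRx reagent added for 30–60 minutes at room temperature; luminescence read, quantitative HTS format.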
HT1080NT lethal – kills 2HG-producing HT-1080-NT fibrosarcoma cells; AID 686970; HT-1080-NT fibrosarcoma viability, CellTiter-Glo ATP luminescence, 48 h; Potency, µM (titrated, usually from 46.1 µM), for inactives: at the highest dose activity, negative = less viability, usual class: cytotoxic; actives 1.6% (n = 360,000);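 further: NT is the 2HG producing partner of a matched IDH1 knockdown line; potency means the concentration at half of the fitted maximal effect; 0% = DMSO-treated cells and -100% = media-only wells without cells; nearly all actives have a fitted effect of over 55% in size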
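HT-1080-NT fibrosarcoma cells (2HG-overproducing), 750 cells/well in RPMI with 5% FBS, dosed after 2 h and incubated 48 h at 37C. CellTiter-Glo luminescence normalized to DMSO and no-cell wells; concentration-response curves fitted and classed.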
GLP-1R agonist – GLP-1 receptor (human) agonism; P43220; HEK293 GLP-1R CRE-luciferase, luminescence, 4-6 h; cells express a hypersensitive GLP-1R form; Potency, µM (highest dose often 45.6 µM), inactives show top-dose activation, most hits filed as activators; actives 0.007% (n = 380,000); further: potency means the concentration at half of the fitted maximal effect; % of control where 0% means no effect
Target sequence (P43220 whole entry, looked up): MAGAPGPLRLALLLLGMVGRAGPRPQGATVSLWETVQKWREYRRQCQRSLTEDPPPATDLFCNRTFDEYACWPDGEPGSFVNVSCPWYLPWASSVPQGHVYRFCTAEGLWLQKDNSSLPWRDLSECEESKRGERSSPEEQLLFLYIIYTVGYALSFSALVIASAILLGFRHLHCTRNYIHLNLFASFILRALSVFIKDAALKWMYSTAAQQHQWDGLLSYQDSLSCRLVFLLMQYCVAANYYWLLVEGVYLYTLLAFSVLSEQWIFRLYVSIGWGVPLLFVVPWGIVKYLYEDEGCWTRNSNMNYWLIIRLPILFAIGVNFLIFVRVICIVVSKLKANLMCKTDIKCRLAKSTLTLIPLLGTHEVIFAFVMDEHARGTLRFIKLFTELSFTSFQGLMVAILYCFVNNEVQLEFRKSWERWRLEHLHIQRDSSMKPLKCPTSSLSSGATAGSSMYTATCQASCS
IL1B secr inh – blocks inflammasome-driven IL-1 beta release. THP-1 LPS/ATP IL-1B secretion, AlphaLISA, 16 h; active compounds read low. activity change, % at 57.5 µM. actives 4.7% (n = 360,000); in the data active means activity change below about -50%; inconclusive means mostly about -30% to -49%; further: on the % scale 0 is the no-effect control and ±100 the full control effect
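Secreted IL-1B measured by AlphaLISA bead assay after 16 h compound exposure of THP-1 cells; compounds (final up to 57.5 uM) added 1 h before LPS (250 ng/mL) and ATP (1.25 mM) stimulation; lower signal means less secretion.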
Starred values were filed as active, the others as inactive; u = inconclusive; x = not tested or not shown; [ ] = dose if it differs, or a comment. Unless noted, the call rests on the fitted dose curve; in most records, active means well fitted curve in the direction sought with a large enough effect; inconclusive means small, poorly fitted or top-dose-only effect, or another doubt; inactive means no such curve, though single readings can be large; an effect the other way counts as inactive or inconclusive. An unsorted share of the library; any-hit rate near 12%.

SMILES	SW480 rereplic	KB-V1 MDR tox	HT1080 IDH1KD tx	KB-3-1 tox	DRD3 agonist	DRD3 antagonist	HT1080NT lethal	GLP-1R agonist	IL1B secr inh
CCOC(=O)C1(C)C=C(Nc2cccc(C(=O)O)c2)C(=O)N1c1ccccc1 (stereo not drawn)	x	-2%	x	-2%	1	x	x	-1%	x
COc1ccc(NC(=O)c2cccc(N3C(=O)C4C5C=CC(C5)C4C3=O)c2)c(OC)c1 (stereo not drawn)	-11%	0%	-2%	0%	2	-10	-3%	3%	-25
CCCS(=O)(=O)C(=C1NCCO1)S(=O)(=O)CCC	0%	u	7%	0%	-6	-5	-3%	-1%	12
c1ccc2c(c1)COC(CNC1CCCCC1)OC2	108%	-9%	-13%	0%	-11	u	-5%	-3%	-3
CCOc1ccc(NC(=O)COC(=O)Cn2cnc3ccccc32)cc1	-4%	0%	0%	-7%	-1	-19	4%	1%	-9
Cc1nc(CS(=O)(=O)c2ccccn2)sc1C(=O)NNC(=O)c1ccc(Cl)cc1	-8%	20%	9%	-4%	-11	-8	1%	-1%	10
Cn1c(C(=O)N2CCN(Cc3ccccc3)CC2)cc2c(=O)n(C)c3ccccc3c21	-3%	-8%	-4%	u	-3	0	-5%	9%	-18
O=C(Cc1cccc2ccccc12)NC(=S)Nc1cccc(C(=O)O)c1	-24%	5%	3%	-10%	14	6	2%	2%	0
Cc1ccc(C2=CC(c3ccc(C)cc3)n3ncnc3N2)cc1 (stereo not drawn)	16%	-12%	7%	28%	6	43	u	11%	-17
C=CCNC(=O)Nc1ccc(F)c(Cl)c1	u	12%	7%	-8%	-3	7	11%	0%	-2
O=C(O)c1c2c(nc3ccc(S(=O)(=O)N4CCC(C(=O)NCc5ccccc5Cl)CC4)cc13)CCCC2	-28%	u	13%	14%	-4	0	10%	-4%	-8
COc1ccc(NC(=O)CCN2CC(C)OC(C)C2)c(OC)c1 (stereo not drawn)	-3%	0%	5%[9.24 µM]	4%	-9	-10	3%	0%	17
COc1cc(C(=O)N2CCC(N3CCCCCC3)CC2)cc(OC)c1OC	-2%	5%	16%	12%	1	8	20%	-13%	0
C=CCOc1ccc(CNc2ccc(NC(=O)CC(C)C)cc2)cc1OC	230%	3%	12%	1%	3	18	9%	0%	-2
CCOC(=O)c1cc2n(c1N)-c1ccccc1C2=O	8%	u	25%	-11%	3	-3	14%	1%	13
COc1cccc(CNC(=O)Cn2c(=O)n(CCC(=O)N3CCCCC3)c(=O)c3sccc32)c1	6%	7%	2%	15%	1	-8	15%	-6%	21
S=C(NCCc1ccccc1)NC1CCC(NC(=S)NCCc2ccccc2)CC1 (stereo not drawn)	-7%	0%	7%	2%	4	-6	7%	-3%	15
O=S1(=O)CCC(N2CCOCC2)C1 (stereo not drawn)	6%	0%	-6%	9%	-4	-9	11%	0%	49
Fc1ccc(-c2nc3c(Cl)cc(C(F)(F)F)cn3c2Cc2cccc(Cl)c2)cc1	x	-36%	-10%	23µM*	-2	-17	-6%	-1%	9
COc1ccc(C(O)c2nc(-c3cnc4ccccc4c3)cs2)cc1 (stereo not drawn)	x	-3%	-3%	0%	6	12	1%	12%	20
COc1ccc2c(c1)c(C(C)=O)c(C)n2CCc1ccccc1	-7%	-2%	-29%	-28%	6	54	-18%	15%	-6
Cc1ccc(C)c(NC(=O)Cn2nnc(C(=O)Nc3c(C)cccc3C)c2N)c1	-3%	-7%	-1%	14%	0	-6	2%	-6%	1
CC(=O)N1CCc2cc(N=NC3=C(O)CC(C)(C)CC3=O)ccc21	-55%[inhibitor]	-5%	-3%	-2%	-4	-19	2%	2%	5
O=C(CCCOc1ccccc1)N1CCN(c2ccccn2)CC1	0%	2%	8%	-1%	4	30	15%	-6%	19
COc1ccc(C2=NS(=O)(=O)N(C)C(C(=O)N3CCC(C)CC3)=C2)cc1	-14%	-17%	-2%	-2%	0	-13	18%	15%	22
CC1CN(C=O)CC(C)N1CCN1C(C)CN(C=O)CC1C (stereo not drawn)	-4%	-16%	-1%	2%	7	6	-2%	6%	4
CC(=O)OCCNc1nc(-c2ccccc2)nc2ccccc12	3%	-1%	7%	17%	4	17	6%	3%	-12
O=C(c1cccc(C(F)(F)F)c1)c1c[nH]c(C(=O)NCC2CCCO2)c1 (stereo not drawn)	5%	u	-11%	-20%	-6	-18	-10%	8%	-11
Nc1ccn(-c2ccc(Cl)cc2)c(=O)c1	2%	4%	9%	13%	1	-15	5%	1%	15
COCc1c(C(=O)N/N=C/c2ccncc2)nnn1-c1nonc1N	-2%	13%	10%	-2%	-3	5	21%	-3%	36
Cn1ncc([N+](=O)[O-])c1C(=O)n1nnc2ccccc21	7%	u	10%	u	-1	6	16%	-6%	14
C/C(=N\NC(=O)CCc1ccc(S(=O)(=O)N2CCOCC2)cc1)c1ccc(OC(F)F)cc1	13%	1%	-2%	3%	-5	-3	3%	-2%	-23
CCOc1cc(-c2nc(C)c(C(C)=O)n2O)ccc1OCC(=O)Nc1cccc(C)c1	-2%	u	0%	4%	-4	-5	-3%	-5%	18
O=C1c2ccccc2[C@@H]2CC(O)C(O)CCN12 (stereo partly drawn)	-16%[9.22 µM]	-20%	8%	4%	-20	-2	8%	9%	0
O=C(Nc1ccc(C(F)(F)F)cn1)Nc1cccs1	-11%	6%	12%	23%	9	6	0%	0%	1
Cc1ccc(S(=O)(=O)N2CCC(C(=O)C3C(=O)CC(C)(C)CC3=O)CC2)cc1	-6%	u	6%	0%	-7	-4	-4%	4%	18
C=CC[C@@H](CC(=O)N[C@@H](CO)Cc1ccccc1)C(=O)N[C@H](COC(=O)[C@H](CC=C)CC(=O)OC(C)(C)C)Cc1c[nH]c2ccccc12	-1%	u	-29%	u	2	5	u	-5%	-29
Nc1nc(-c2ccc(NC(=O)c3ccco3)cc2)cs1	u	-18%	16µM*	-28%	9	-9	7.3µM*	5%	2
CCC1NC(=O)c2cc3ccccc3cc2-n2c1nc1cc(F)ccc1c2=O (stereo not drawn)	x	u	3%	5%	0	1	14%	3%	9
COc1ccc(CNC(=O)c2ccc3c(c2)N(C)CCS3)cc1	2%	17%	3%	0%	-16	u	12%	11%	-25
O=C1CSC(c2ccccc2F)N1c1cc(Cl)ccc1O (stereo not drawn)	-8%	-17%	-22%	-7%	-1	6	-19%	2%	31
COc1ccc(-c2csc(C(O)c3ccc(F)cc3)n2)cc1 (stereo not drawn)	x	-2%	u	0%	-2	4	u	27%	19
O=C1CCCc2oc3ccc(NS(=O)(=O)c4cccc5cccnc45)cc3c21	2%	u	-12%	1%	8	4	-17%	19%	26
CC1CCCCN1C(=O)CSc1nc2ccccc2[nH]1 (stereo not drawn)	-1%	1%	22%	10%	3	-2	22%	6%	-9
C[C@]1(CO)CCC[C@@]2(C)C1CC[C@@H](CO)[C@@H]2CCc1ccoc1 (stereo partly drawn)	-9%	-12%	1%	-6%	5	18	-1%	0%	0
Cc1cccnc1C1=NOC(Cc2ccccc2)C(=O)N1Cc1ccc2c(c1)OCO2 (stereo not drawn)	x	u	0%	-2%	6	-4	5%	12%	9
Cc1cccc(CCNC(=O)CCNS(=O)(=O)c2cc(Br)cnc2N)c1	-2%	8%	2%	-1%	1	0	1%	5%	-4
CCOc1cc(/C=N/NC(=O)c2ccc3c(c2)OCCO3)cc(Br)c1O	1%	1%	3%	16%	12	-7	3%	7%	-14
Cc1ccn(CC(=O)NC2CCCN(Cc3ccc(CC(C)C)cc3)C2)n1 (stereo not drawn)	u	0%	-11%	0%	-4	-2	-28%	7%	0
Cc1ccc(S(=O)(=O)N(C)C)cc1NC(=O)c1cc(-c2ccncc2)nc2ccccc12	u	-13%	-2%	u	5	7	-2%	-2%	-10
O=C(NCc1cccnc1)c1ccc(NC(=O)c2ccc(Br)cc2)cc1	-3%	-11%	5.8µM*	-5%	-15	7	12µM*	0%	53
Cn1c(SCC2CCCO2)nnc1-c1cccc([N+](=O)[O-])c1 (stereo not drawn)	0%	0%	13%	10%	3	26	4%	2%	8
COC(=O)COc1cc(Br)c(/C=C2/SC(=O)N(CC(=O)N3CCCC3)C2=O)cc1OC	1%	11%	19%	11%	3	12	18%	-7%	-15
CCOC(=O)C1CCN(C(=O)c2ccc(N(C)S(=O)(=O)c3ccc(OC)cc3)cc2)CC1	3%	-6%	-2%	13%	1	6	8%	12%	-3
CC(=O)N1CCc2c(sc3c2c(=O)n(Cc2ccccc2)c(=O)n3Cc2cc(C)ccc2C)C1	x	27%	x	3%	-7	x	x	-2%	x
NC(=O)C1(N2CCCCC2)CCN(CC(=O)Nc2cc(Cl)ccc2Cl)CC1	-3%	3%	u	2%	-62	-88*	-2%	-4%	-10

Laid out differently: results already given.
mol,SW480 rereplic,KB-V1 MDR tox,HT1080 IDH1KD tx,KB-3-1 tox,DRD3 agonist,DRD3 antagonist,HT1080NT lethal,GLP-1R agonist,IL1B secr inh
O=C(NCc1cccnc1)c1ccc(NC(=O)c2ccc(Br)cc2)cc1,-3%,-11%,5.8µM*,-5%,-15,7,12µM*,0%,53
Cn1c(SCC2CCCO2)nnc1-c1cccc([N+](=O)[O-])c1 (stereo not drawn),0%,0%,13%,10%,3,26,4%,2%,8
NC(=O)C1(N2CCCCC2)CCN(CC(=O)Nc2cc(Cl)ccc2Cl)CC1,-3%,3%,u,2%,-62,-88*,-2%,-4%,-10
CCOc1cc(/C=N/NC(=O)c2ccc3c(c2)OCCO3)cc(Br)c1O,1%,1%,3%,16%,12,-7,3%,7%,-14
